# PNC assembly inh = High Content Assay for Compounds that inhibit the Assembly of the Perinucleolar Compartment | PC3M PTB-GFP, PNC prevalence imaging, 16 h; active compounds read low | 140,000 compounds, 3.1% hits | activity change (PNC), negative = inhibition, % at 10 µM;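 active = readout at or below -70, meaning at least 70% loss of cells showing the perinucleolar compartment, a nuclear body marking cancer cells; inconclusive = readout between -30 and a set limit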;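 also: plate controls were DMSO wells for no effect and camptothecin positive control wells for full effect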
#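 Read-out is percentage of cells bearing a perinucleolar compartment, from automated 20x imaging of fixed, Hoechst-stained PC3M PTB-GFP cells. Cells were seeded 4 h, then exposed 16 h to compound (23 nl of library stock) in duplicate plates.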
# ALOX15B inhib = qHTS Assay for Inhibitors of 15-hLO-2 (15-human lipoxygenase 2); Polyunsaturated fatty acid lipoxygenase ALOX15B (Homo sapiens), O15296; purified 15hLO-2, xylenol orange hydroperoxide absorbance; Potency, µM (series often up to 57.1 µM), inactives show at the top dose activity change, negative = inhibition, usual class: inhibitors; 110,000 compounds, 0.56% hits; AID 881, 2007; also: potency is read from the fitted curve at half-maximal effect; nearly all actives have a fitted effect of over 60% in size; many of its hits are not listed in these tables
# Target sequence (O15296 whole entry, looked up): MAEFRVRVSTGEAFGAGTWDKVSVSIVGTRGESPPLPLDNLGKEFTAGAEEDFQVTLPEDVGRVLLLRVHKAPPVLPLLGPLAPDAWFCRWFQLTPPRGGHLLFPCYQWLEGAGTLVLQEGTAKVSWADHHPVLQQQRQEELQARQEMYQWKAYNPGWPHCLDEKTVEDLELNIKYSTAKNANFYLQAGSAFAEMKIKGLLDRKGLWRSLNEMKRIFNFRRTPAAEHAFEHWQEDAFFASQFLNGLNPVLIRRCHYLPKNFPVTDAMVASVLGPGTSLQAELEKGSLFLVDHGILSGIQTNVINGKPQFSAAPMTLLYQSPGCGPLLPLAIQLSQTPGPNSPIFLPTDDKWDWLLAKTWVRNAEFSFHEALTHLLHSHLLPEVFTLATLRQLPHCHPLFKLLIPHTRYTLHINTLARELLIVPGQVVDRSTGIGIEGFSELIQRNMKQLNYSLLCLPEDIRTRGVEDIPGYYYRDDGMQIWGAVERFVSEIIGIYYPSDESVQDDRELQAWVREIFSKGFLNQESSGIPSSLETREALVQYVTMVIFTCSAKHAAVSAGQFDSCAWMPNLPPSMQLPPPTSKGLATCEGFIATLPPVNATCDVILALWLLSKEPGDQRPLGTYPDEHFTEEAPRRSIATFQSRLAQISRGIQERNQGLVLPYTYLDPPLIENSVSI
#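 Purified human 15hLO-2 (50 nM) preincubated 15 min with compound, then 45 uM arachidonic acid for 90 min at RT in 25 mM Hepes pH 7.5, 0.01% Triton X-100. Hydroperoxide detected by Fe-xylenol orange; 573/405 nm absorbance ratio.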
# IMPase cell inh = qHTS Assay for Identifying the Cell-Membrane Permeable IMPase Inhibitors; 120,000 tested, under 10 active; AID 901, 2007; CHO-M1 cells, IP1 accumulation, HTRF TR-FRET ratio; inhibition (IP1 accumulation), % at 46.1 µM; active = well fitted curve in the direction sought with a large enough effect in the signal ratio, not every such curve was filed as active; inconclusive = small, poorly fitted or top-dose-only effect, or a change in a side signal; inactive = no such curve, though single readings can be large or run the other way; the % refers to the signal ratio;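 also: cells stimulated with carbachol in lithium chloride buffer; plate controls were DMSO basal wells for no effect and reference inhibitor wells for full effect; higher means more IMPase inhibition seen as more IP1 and lower FRET ratio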
# Target sequence (P97697 whole entry, looked up): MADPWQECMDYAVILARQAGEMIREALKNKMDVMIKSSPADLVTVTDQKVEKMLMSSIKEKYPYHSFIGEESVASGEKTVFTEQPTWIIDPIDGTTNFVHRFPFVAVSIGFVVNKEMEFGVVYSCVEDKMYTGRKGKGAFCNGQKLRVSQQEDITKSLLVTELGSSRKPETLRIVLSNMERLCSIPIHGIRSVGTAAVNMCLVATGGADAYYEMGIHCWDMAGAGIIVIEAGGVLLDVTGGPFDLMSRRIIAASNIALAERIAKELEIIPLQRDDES
#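 CHO-M1, 2000 cells/well, cultured 16–30 h; cpd up to 46 uM; carbachol (50 uM solution, stimulation buffer w/ 50 mM LiCl, pH 7.4), 30 min 37C; IP-One TR-FRET, 10 min RT; Ex 320/Em 665, 620; Hill-fit AC50.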
# 12-hLO inh = qHTS Assay for Inhibitors of 12-hLO (12-human lipoxygenase) | Polyunsaturated fatty acid lipoxygenase ALOX12 (Homo sapiens), P18054 | purified 12-hLO, xylenol orange hydroperoxide absorbance | Potency, µM (doses to about 57.1 µM), for the others: at the top dose activity change, negative = inhibition, usual class: inhibitors | 150,000 compounds, 0.12% hits; also: potency is read from the fitted curve at half-maximal effect; nearly all actives have a fitted effect of over 55% in size; many of its hits are not listed in these tables
#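 150 nM 12hLO, 25 mM Hepes pH 7.0 + 0.01% Triton X-100; cpd preinc 15 min RT; 40 uM arachidonic acid, 30 min RT; Fe-XO 30 min; A573/A405 ratio as read-out.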
# * = called active by the depositor; ? = inconclusive; . = not tested or not shown; & = joins results of further samples; [ ] = remark or other dose. Unless noted, calls follow the shape of the dose curve; as a rule, active = well fitted curve in the direction sought with a large enough effect; inconclusive = small, poorly fitted or top-dose-only effect, or another doubt; inactive = no such curve, though single readings can be large; an effect the other way counts as inactive or inconclusive. Unless noted, % is scaled to controls: 0 for no effect and ±100 for the full control effect. An excerpt; count on the stated rates, not on these rows.
# The first 2 entries, to show the layout:
SMILES,PNC assembly inh,ALOX15B inhib,IMPase cell inh,12-hLO inh
Cn1c(SCC(=O)N2CCCCC2)nc2c([nH]c3ccccc32)c1=O,12,-9%,9,11%
CC(C)CNC(=O)NC(=O)COC(=O)c1cc(F)cc(F)c1,?,.,.,-1%

# Main list, from the first entry:
SMILES,PNC assembly inh,ALOX15B inhib,IMPase cell inh,12-hLO inh
Cn1c(SCC(=O)N2CCCCC2)nc2c([nH]c3ccccc32)c1=O,12,-9%,9,11%
CC(C)CNC(=O)NC(=O)COC(=O)c1cc(F)cc(F)c1,?,.,.,-1%
COC(=O)c1nn(Cc2ccccc2)c(=O)c2ccccc12,?,.,.,-5%
CCOC(=O)C(Cc1ccc(NC(=O)/C(=C\c2ccccc2)NC(=O)c2ccccc2)cc1)N1C(=O)c2ccccc2C1=O (centres undefined),-2,.,.,-3%
CC1CN(c2oc(COc3ccc(Cl)cc3Cl)nc2C#N)CC(C)O1 (centres undefined),-100*,.,3,-10%
COCCCC/C(=N\OCCN)c1ccc(C(F)(F)F)cc1,8,.,.,-1%
CC(C)N(Cc1ccccc1)C(=O)COC(=O)c1ccc2c(c1)OCCO2,12,3%,4,2%
Brc1ccc(-c2csc3ncnc(-n4nnc5ccccc54)c23)cc1,80,.,.,1%
Cc1ccc(-n2c(=O)[nH]cc(C(=O)Nc3ccc4c(c3)OCCO4)c2=O)cc1C,-16,-2%,-3,-5%
CCOc1cc(CNCCN(C)C)c(Cl)cc1OCC(=O)NCCc1ccccc1,-17,35%[activator],1,10%
O=C(CN1CCN(Cc2ccc(Cl)cc2)C1=O)NCCCN1CCN(c2ccc(F)cc2)CC1,24,27%,4,2%
Cc1nnc(NCc2ccco2)s1,34,7%,-4,5%
Cc1ccc(C(=O)CSc2ncnc3sc4c(c23)CCC(C)C4)cc1 (centres undefined),-119*,.,4,0%
COC(=O)c1oc2ccc(Br)cc2c1-n1cccc1,32,7%,-3,-1%
CC1CCN(c2ccc(C(=O)NCc3cccs3)cn2)CC1,37,2%,2,-3%
Cc1ccc(P(=Nc2ccccc2)(N2CCOCC2)N2CCOCC2)o1,-92*,3%,8,4%
Cc1cccc(NC(=O)NNS(=O)(=O)c2ccc(F)cc2)c1,-24,.,.,-2%
O=C(CN(C(=O)CCC(=O)Nc1nccs1)c1ccccc1F)NCC1CCCO1 (centres undefined),?,-3%,6,2%
Fc1ccc(N/N=C2/CC(c3ccccc3)Oc3ccccc32)c(F)c1 (centres undefined),-94*,.,.,?
CCOC(=O)Cn1c(=O)oc2cc(S(=O)(=O)Nc3ccc(F)cc3)ccc21,?,3%,8,0%
COc1ccc(OC)c2[nH]c(=O)c(CCNC(=O)c3ccc(S(=O)(=O)N4CCCC4)cc3)cc12,-24,0%,1,2%
Cc1ccccc1NC(=O)Cc1nnc(SCC(=O)N2CCN(c3ccccc3)CC2)n1C,?,-7%[11.4 µM],1[1.84 µM],-1%
Cc1ccc2cccc(Oc3ncnc4scc(-c5ccc(Cl)cc5)c34)c2n1,5,.,-14,0%
O=C(CN1C(=O)C2C3C=CC(C3)C2C1=O)Nc1cccc(S(=O)(=O)N2CCCC2)c1 (centres undefined),42,.,.,0%
Cc1ccc(OCc2nnc(SCc3cc(=O)[nH]c4ccccc34)n2-c2ccccc2)cc1,-26,.,13,-9%
Cc1cc2c(n1-c1ccc(Cl)cc1)CC(C)(C)CC2=O,14,1%,9,2%
O=c1cc(CSc2nnc(-c3cccnc3)n2-c2ccccc2F)nc2sccn12,45,0%,-14,2%
O=C(NCCCN1CCOCC1)C(=O)NCC1CCCO1 (centres undefined),-16,.,-16,2%
COC(=O)C1=C(C)NC(C)=C(C(=O)OC)C1c1ccc(OC(=O)c2oc3ccccc3c2C)c(OC)c1,44,.,.,-1%
COc1ccc(NC(=O)CCN2C(=O)C3C4CCC(C4)C3C2=O)cc1 (centres undefined),-21,.,.,16%
CN(C)S(=O)(=O)c1ccc(Nc2ccc(O)c3c2C(=O)c2c([N+](=O)[O-])ccc(O)c2C3=O)cc1,.,-15%[11.4 µM],.,2%[11.4 µM]
COC(=O)C1CCN(S(=O)(=O)Cc2ccccc2)CC1,31,-26%,25,-2%
Cc1ccc2[nH]c(=O)c(CN(Cc3cccs3)C(=S)NCc3ccco3)cc2c1,154,.,6,-2%
COc1ccc(NC(=S)N2CCC(C(=O)N3CCCCCC3)CC2)cc1,-13,-3%,-3,-1%
N#Cc1sc2nc(-c3cccs3)cc(-c3ccc(Cl)cc3)c2c1N,-18,-8%,?,-18%
O=C(Nc1ccccc1-c1ccccc1NC(=O)c1ccco1)c1ccco1,-18,.,11,5%
CCOC(=O)c1sc(NC(=O)c2cccc(S(=O)(=O)N3CCN(C)CC3)c2)cc1C,-12,29%,-2,-13%
Cc1cnc(C(=O)OCC(=O)Nc2cc(S(=O)(=O)N3CCCCC3)ccc2Cl)cn1,-13,.,.,2%
CCCOc1ccc(/C=N/Nc2cccc([N+](=O)[O-])c2)c(O)c1,?,.,.,-19%
O=c1oc2ccccc2c(Nc2cccc3ccccc23)c1[N+](=O)[O-],34,-9%,0,2%
c1ccc2[nH]c(NCCCN3CCOCC3)nc2c1,7,28%,-3,-2%
O=C(O)C[C@H](Nc1ccccc1)C(=O)O,.,-3%[11.4 µM],.,0%[11.4 µM]
CCn1c2ccccc2c2cc(NC(=O)COc3ccc(OC)cc3)ccc21,-10,-11%,-4,-6%
COc1ccccc1OCc1ccc(C(=O)NCC2CCCO2)o1 (centres undefined),23,15%,-1,-7%
Cc1nc2c(Br)cc(Br)cc2cc1O,38,1%,-22,-12%
Oc1ccc2ccccc2c1C=Nc1cc(C(F)(F)F)ccc1N1CCCC1,37,.,-7,-26%
CCOc1ccc(NC(=O)NCC2CCN(c3ccc(OC)cc3)C2)cc1 (centres undefined),-20,-27%,0,-2%
Cc1nc2cnc(N(C)C)nc2n(C)c1=O,.,2%,.,-3%

# Reprinted at random: two entries already listed, in no set order.
SMILES,PNC assembly inh,ALOX15B inhib,IMPase cell inh,12-hLO inh
CCn1c2ccccc2c2cc(NC(=O)COc3ccc(OC)cc3)ccc21,-10,-11%,-4,-6%
c1ccc2[nH]c(NCCCN3CCOCC3)nc2c1,7,28%,-3,-2%

# Continuation:
SMILES,PNC assembly inh,ALOX15B inhib,IMPase cell inh,12-hLO inh
CC(=O)N1CC=CC1(CC(C)C)C(=O)O (centres undefined),.,-4%,.,-1%
O=C1C(Nc2ccccc2)=C(NS(=O)(=O)c2ccccc2)C(=O)c2ccccc21,?,.,.,-1%
CC(C)CNC(=O)CCCc1c[nH]c2ccccc12,-3,-5%,6,2%
Cc1ccc(SCc2cc(=O)[nH]c(Nc3nc(C)c4ccc(C)cc4n3)n2)cc1,51,.,.,1%
CC(C)C(NC(=O)Cc1ccccc1[N+](=O)[O-])C(C)C,-22,.,-1,-1%
CN(C)C(CNC(=O)CCCOc1ccccc1)c1ccco1 (centres undefined),6,2%,5,4%
COC(=O)Sc1nnc(-c2ccc(Br)cc2)o1,12,10%,?,-3%
Cc1ccc(S(=O)(=O)N2CCCCC2)cc1NC(=O)CSc1ccc2c(c1)OCCO2,37,.,8,5%
CCN(CC)S(=O)(=O)c1ccc(C)c(NC(=O)CSc2ncc(C(F)(F)F)cc2Cl)c1,18,.,.,3%
COCCn1c(=O)c(-c2cc(F)cc(F)c2)nc2cnc(Oc3cccc(Cl)c3)nc21,.,-4%,.,-6%
CCOC(=O)c1nnn(-c2nonc2N)c1CSc1ccccn1,-25,8%,-12,-3%
CCOc1ccccc1NC(=O)/C=C/c1ccccc1[N+](=O)[O-],42,.,.,-1%
CCn1c2ccccc2c2cc(CN3CCN(S(C)(=O)=O)CC3)ccc21,-1,.,.,-15%
CC(C)c1ccc(O)c(NC(=O)c2ncn[nH]2)c1,4,-17%,-4,-8%
O=C(/C=C/c1ccc(O)c(O)c1)OC(Cc1ccc(O)c(O)c1)C(=O)O (centres undefined),.,-8%&7%,?,-6%&-1%
CC(C)CNC(=S)Nc1ccc(Oc2ccccc2)cc1,17,.,3,?
CCOCCN1CCN(c2c3c(nc4cc(-c5ccc(F)cc5)nn24)CCC3)CC1,-4,36%[activator],-11,4%
NC(=O)c1ccccc1NS(=O)(=O)c1ccccc1,-6,14%,0,1%
CCCCN(CCCC)C(=O)c1cc2ccccc2c(=O)o1,-7,.,.,-2%
COC(=O)CNC(=O)c1ccccc1C,?,1%,0,7%
CCNC(=S)Nc1ccc(Cl)c(C(F)(F)F)c1,-5,.,.,-5%
Cn1nc(C(F)(F)F)c(/C=N/OC(=O)c2ccccc2)c1SCc1ccccc1Cl,?,6%,13,-8%
C/C(CC(=O)NCc1ccc(Cl)cc1)=N\NC(=O)Cc1ccccc1,9,.,.,0%
O=C(Nc1ccc2c(c1)OCO2)C(c1ccc(Cl)cc1)N1CCC2(CC1)OCCO2 (centres undefined),?,-2%,2,-9%
O=C(COc1ccc(Br)cc1F)NC1CCN(Cc2ccccc2)CC1,42,29%,-6,-5%
Cc1ccc(C2C=C(c3ccc4c(c3)OCO4)Nc3ncnn32)cc1 (centres undefined),77,.,-11,-14%
O=C(CCN1c2ccccc2Sc2ccccc21)OCC(=O)N1CCN(C(=O)c2ccco2)CC1,19,?,9,-14%
O=C1NC2(CCCCC2)Cc2ccccc21,?,5%,3,-2%
COc1ccc(C(=O)N2CCC3(CCCN(c4ccccc4)C3)CC2)cc1,.,-4%,.,-11%
Cc1ccc(N2C(=O)[C@@H]3C(c4ccc(F)cc4)=NO[C@@H]3C2=O)cc1,-95*,-5%,-4,-1%
CCCN1Cc2cccc(C(=O)NCCCOC(C)C)c2C1=O,9,4%,7,-1%
COC(=O)c1ccccc1NC(=O)CCS(=O)(=O)c1ccc(Br)s1,?,-2%,-1,-1%
Cn1c(SCC(=O)N(Cc2ccccc2)C(C)(C)C)nc2ccccc21,-29,4%,5,0%
COc1ccc(N2CCN(C(=O)CSc3ccccc3N)CC2)cc1,?,?,8,6%
CCn1c2c(c(C)cc1=O)C(=O)CC(C)(C)C2,14,.,.,2%
COc1cc(CNn2cnnc2)ccc1OCC(=O)NC1CCCCC1,-2,0%,16,5%
CCc1cc2c(=O)[nH]c(Cc3ccc(OC)cc3)nc2s1,?,.,.,2%
COc1ccccc1OCC(=O)N/N=C/C=C/c1ccc([N+](=O)[O-])o1,24,.,.,-4%
COC(=O)/C=C1/S/C(=N/NC(=O)c2ccccc2)NC1=O,53,9%,7,-18%
COc1ccc(-c2ccc(SCC(=O)N3CCCC3)nn2)cc1OC,-18,-2%,7,-2%
COC(=O)c1ccc2c(=O)n(CCN3CCOCC3)c(=S)[nH]c2c1,-100*,5%,18,-1%
O=C1CC(c2ccc3c(c2)OCO3)CN1 (centres undefined),?,-23%,-4,7%
CCC(C)NC(=O)c1ccc(COc2ccccc2Cl)cc1 (centres undefined),15,4%,10,3%
Cc1ccc2cc(C)c3nnc(SCC(=O)N4CCN(C(=O)c5ccco5)CC4)n3c2c1,39,-2%,?,3%
c1ccc2sc(SCc3ccc(-c4nnco4)cc3)nc2c1,7,8%,7,-9%
OCCCNC(=S)Nc1ccc(Oc2ccccc2)cc1,-18,.,.,-3%
COc1ccc(S(=O)(=O)N[C@@H](Cc2ccc(Cl)cc2)C(=O)N2CC[C@@]3(O)CCCC[C@H]3C2)cc1,31,1%,6,-2%
N/C(=N\NC(=O)c1cccs1)c1cc2ccccc2oc1=O,?,.,6,2%
CC(Cc1c[nH]c2ccccc12)NC(=O)C1CCCNC1=O (centres undefined),48,-10%,-2,2%

# Screening results deposited in PubChem by National Center for Advancing Translational Sciences (NCATS).
